Compound activity (PubChem)
EBI2 block – antagonists of human EBI2 receptor; inhibition, % at 5 µM; P32249; 360,000 tested, 0.81% active; EBI2 beta-arrestin recruitment, luminescence, 7a,25-OHC stimulated; in the data active = inhibition above about 38%;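 also: enzyme fragment complementation signal reports receptor beta-arrestin coupling in cells; 0% = agonist plus DMSO wells and 100% = wells without agonist; some results beyond the cut were filed as inactive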
Target sequence (P32249 whole entry, looked up, the tested form may be a part): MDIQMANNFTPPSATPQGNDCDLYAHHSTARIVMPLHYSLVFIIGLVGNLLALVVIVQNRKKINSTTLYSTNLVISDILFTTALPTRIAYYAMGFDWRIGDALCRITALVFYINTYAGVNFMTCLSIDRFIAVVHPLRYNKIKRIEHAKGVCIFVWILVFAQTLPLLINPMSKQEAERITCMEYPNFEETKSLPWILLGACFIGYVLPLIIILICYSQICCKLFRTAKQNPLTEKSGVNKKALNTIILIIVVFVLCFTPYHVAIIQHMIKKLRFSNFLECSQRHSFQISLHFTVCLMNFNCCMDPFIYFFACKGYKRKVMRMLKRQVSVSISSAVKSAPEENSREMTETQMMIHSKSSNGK
SENP8 block – inhibitors of human SENP8 protease. Q96LD8. purified SENP8, Z-RLRGG-aminoluciferin cleavage, luminescence. inhibition, % at 10 µM. 330,000 tested, 1.2% active. AID 2540
Apaf-1 inh – inhibitors of human Apaf-1 apoptosome. inhibition, % at 20 µM. 330,000 tested, 0.71% active. reconstituted apoptosome caspase-3 activity, DEVD-Rh110 fluorescence. AID 489030; active = inhibition of at least 40% at 20 µM;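 also: plate controls were DMSO wells for no effect and DEVD-CHO caspase inhibitor wells for full effect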
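Material: reconstituted apoptosome with Apaf-1, cytochrome c, caspase-9, procaspase-3, dATP. Technique: Rh110 fluorescence intensity. Buffer or medium: pH 7.5 Hepes buffer with CHAPS, BSA, DTT. Times: 30 min plus 50 min, RT.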
697 NFkB inh – inhibitors of the PMA/ionomycin-induced NF-kB reporter in 697 B cells | 697 B-cell NF-kB luciferase reporter, 16 h | inhibition, % at 4 µM | 330,000 tested, 0.33% active; in the data active = inhibition above about 35%
CCR6 antag – CCR6 (human) receptor antagonism | CHO-K1 CCR6 PathHunter beta-arrestin, luminescence, CCL20-stimulated | inhibition, % at 20 µM | AID 493098 | P51684 | 340,000 tested, 0.49% active;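 active = compounds whose inhibition of the agonist-driven luminescence signal at 20 µM reaches about 50%, limit read from the data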;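 also: cells stimulated with CCL20 at 14 nM final; plate controls were DMSO with CCL20 for no effect and DMSO without agonist for full effect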
Target sequence (P51684 whole entry, looked up): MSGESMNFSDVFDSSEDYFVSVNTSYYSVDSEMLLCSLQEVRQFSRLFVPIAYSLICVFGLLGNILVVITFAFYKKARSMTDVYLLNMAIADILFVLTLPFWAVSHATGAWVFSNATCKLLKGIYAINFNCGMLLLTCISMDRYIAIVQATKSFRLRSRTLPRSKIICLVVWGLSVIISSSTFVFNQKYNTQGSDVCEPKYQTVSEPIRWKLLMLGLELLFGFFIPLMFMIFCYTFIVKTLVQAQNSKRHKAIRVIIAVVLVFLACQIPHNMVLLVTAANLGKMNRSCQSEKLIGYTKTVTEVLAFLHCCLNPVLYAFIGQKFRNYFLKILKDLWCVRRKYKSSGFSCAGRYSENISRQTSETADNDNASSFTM
Jurkat NFkB inh – inhibitors of the PMA/ionomycin-induced NF-kB reporter in Jurkat cells | AID 435003 | 330,000 tested, 0.53% active | inhibition, % at 4 µM | PMA/ionomycin-induced NF-kB luciferase reporter, luminescence
UBC13 inh – inhibitors of human UBC13 polyubiquitin chain formation. 330,000 tested, 0.47% active. TR-FRET. inhibition, % at 20 µM. AID 485273. P61088; in the data active = inhibition above about 45%, passing the limit was not always enough
Target sequence (P61088 whole entry, looked up): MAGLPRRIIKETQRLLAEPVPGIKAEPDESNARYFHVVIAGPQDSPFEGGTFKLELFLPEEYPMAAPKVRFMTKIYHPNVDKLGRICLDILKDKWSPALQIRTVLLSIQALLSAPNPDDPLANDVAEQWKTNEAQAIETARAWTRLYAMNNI
Gli-Sufu block – Gli-Sufu pathway antagonism | Sufu-KO-LIGHT fibroblasts, Gli luciferase reporter luminescence | inhibition, % at 5 µM | 340,000 tested, 0.74% active;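 active = inhibition above about 55%, limit read from the data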;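 also: 0% = DMSO-treated cells and 100% = wells with medium but no cells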
Numbers without * were called inactive; nt = not tested or not shown. Rule as the data show it, unless noted: active = inhibition above about 50%; inactive = the rest. This is a subset. The share of hits here may be higher or lower than overall.

Sample of the layout (four entries):
SMILES	EBI2 block	SENP8 block	Apaf-1 inh	697 NFkB inh	CCR6 antag	Jurkat NFkB inh	UBC13 inh	Gli-Sufu block
COc1cccc(NC(=O)C(c2ccccc2)N2CCCCC2)c1 (stereo not given)	6.8	4.2	4.1	-29.7	23.3	-5.6	-4.4	17.3
Cc1ccc(NC(=O)c2ccc(-n3cccn3)nc2)cc1	18.6	1.4	2.0	-5.6	12.8	-19.5	10.2	-8.9
Cc1nnc(NC(=O)c2c(F)cccc2F)s1	-6.3	-0.7	-2.4	6.3	10.7	10.0	2.9	-7.8
Cc1ccc(CNC(=O)CSc2ncccn2)cc1	-21.5	-3.2	-1.5	-11.2	3.4	-1.5	3.8	-24.7

Results, from the first entry:
SMILES	EBI2 block	SENP8 block	Apaf-1 inh	697 NFkB inh	CCR6 antag	Jurkat NFkB inh	UBC13 inh	Gli-Sufu block
COc1cccc(NC(=O)C(c2ccccc2)N2CCCCC2)c1 (stereo not given)	6.8	4.2	4.1	-29.7	23.3	-5.6	-4.4	17.3
Cc1ccc(NC(=O)c2ccc(-n3cccn3)nc2)cc1	18.6	1.4	2.0	-5.6	12.8	-19.5	10.2	-8.9
Cc1nnc(NC(=O)c2c(F)cccc2F)s1	-6.3	-0.7	-2.4	6.3	10.7	10.0	2.9	-7.8
Cc1ccc(CNC(=O)CSc2ncccn2)cc1	-21.5	-3.2	-1.5	-11.2	3.4	-1.5	3.8	-24.7
COc1ccc(/C(O)=C2/C(=O)C(=O)N(c3ccccn3)C2c2ccc(OC)c(OC)c2)cc1 (stereo not given)	10.7	-1.1	-7.2	11.3	4.1	3.3	1.6	5.5
CCCSC(=S)c1c(C)[nH]n(-c2ccccc2)c1=O	-2.2	-4.0	7.4	-23.5	16.5	3.4	-6.7	15.0
COc1ccccc1CN1CC(C(=O)N(C)CCOc2ccccc2)CCC1=O (stereo not given)	7.3	-18.4	5.7	-3.4	6.2	-18.0	-1.5	-9.4
Cn1cccc1C(C#N)c1ccccc1C#N (stereo not given)	6.2	1.1	-3.4	4.6	-2.2	8.0	2.3	4.7
O=C(Nc1ccc(Cl)cn1)c1cccc(S(=O)(=O)N2CCCCC2)c1	4.6	-4.4	18.5	7.9	17.8	-22.9	-3.0	20.7
COc1cc(OC)cc(C(=O)Nc2ccc([N+](=O)[O-])cn2)c1	-4.6	25.5	2.0	-22.1	8.4	-9.4	2.1	-12.0
CC(=O)Nc1ccc(N2CCCCC2)cc1	-2.0	-2.5	-8.5	-5.0	8.2	-13.6	-0.3	-6.4
CCn1cc(-c2cc(C(=O)O)c3ccccc3n2)cn1	3.5	-3.1	0.1	10.3	9.9	20.3	9.8	8.2
Cc1cc(C)cc(NC(=S)NN)c1	-11.2	6.6	-5.7	-15.0	13.5	-9.4	11.7	5.8
C=CCSc1nnnn1-c1ccc(OC)cc1	4.1	1.6	-7.3	-5.9	7.2	3.4	2.2	-6.2
Nc1nonc1-n1nnc(C(=O)N/N=C/c2ccccc2Cl)c1CN1CCOCC1	4.7	-2.7	4.5	12.4	2.8	13.5	1.1	10.3
COCCOC(=O)C1=C(C)Nc2ncnn2C1c1ccc(F)cc1 (stereo not given)	-2.8	-5.5	-13.2	6.9	-31.2	7.2	-1.9	0.1
O=C(/C=C/c1ccc([N+](=O)[O-])cc1)OCc1cnc(-c2ccccc2)o1	6.2	-4.5	7.8	6.3	-15.2	5.2	8.1	0.6
COc1ccc(CCC(=O)OCC(=O)c2ccc[nH]2)cc1OC	-12.7	1.8	-6.0	-9.0	14.7	8.4	-14.7	-13.6
O=Nc1[nH]c(=O)c(/C=C(\O)c2ccccc2)nc1NO	-2.1	44.1	15.6	-16.4	1.1	-21.0	-3.8	42.9
C=CCn1c(SC(C)C(=O)NCC2CCCO2)nnc1-c1ccc(OC)cc1 (stereo not given)	-13.8	5.0	-5.4	10.2	5.8	6.2	6.5	0.3
O=C(CCCn1c(=S)[nH]c2ccc(Br)cc2c1=O)NCC1CCCO1 (stereo not given)	-12.4	-5.3	-7.4	-11.1	18.8	-8.3	23.0	10.3
CCOC(=O)c1nnn(CC(=O)Nc2cc(Cl)ccc2C)c1C(=O)OCC	-5.4	-10.1	12.0	-1.4	3.3	-12.8	-9.6	4.0
O=S(=O)(Nc1nc2c(s1)CCCC2)c1ccc(F)cc1	-20.4	4.4	-16.1	3.6	-2.9	4.0	8.7	2.4
CCC(CO)Oc1cc(NCc2ccc(C)cc2)c2ncn(C(C)C)c2c1 (stereo not given)	-8.2	-6.0	41.0*	-18.6	-1.3	-7.5	-8.6	8.3
Cc1[nH]n(C(N)=S)c(=O)c1N=Nc1ccc(Br)cc1	6.7	91.6*	-13.6	-233.3	28.4	-56.4	-4.5	-62.1
(continued)
SMILES	EBI2 block	SENP8 block	Apaf-1 inh	697 NFkB inh	CCR6 antag	Jurkat NFkB inh	UBC13 inh	Gli-Sufu block
CCOc1ccccc1C(=O)Nc1ccc(C(=O)c2ccccc2)cc1	0.6	3.2	16.5	-26.8	14.2	0.8	18.8	-19.8
COc1ccc(OC)c(C2=NS(=O)(=O)N(C)C(C(=O)Nc3ccc(C(C)=O)cc3)=C2)c1	15.0	10.2	4.7	-8.6	22.4	10.3	-11.6	0.6
CCOC(=O)c1ccccc1-n1nnnc1C	-6.1	-1.9	-19.2	10.1	-0.7	4.1	7.2	-6.6
COCc1ccc(C(=O)N2CCCC(C(=O)c3ccc(SC)cc3)C2)s1 (stereo not given)	4.2	-10.9	9.7	2.1	22.6	0.0	12.2	-0.1
O=C(COC(=O)c1ccc(F)cc1F)Nc1ccc2[nH]c(=O)[nH]c2c1	-2.9	-13.5	-15.5	2.7	2.0	8.5	-14.1	-10.0
COc1ccc(OC)c(C(C)NC(=O)C(C)n2cc([N+](=O)[O-])cn2)c1 (stereo not given)	-10.4	7.1	-18.3	19.3	-12.0	7.5	6.5	5.9
COc1ccc(CNC(=O)C2CCN(S(=O)(=O)c3ccc4c(c3)C(C)(C)C(=O)N4C)CC2)cc1	15.8	3.9	7.2	-3.9	-5.0	11.2	5.0	1.2
Cc1ccsc1/C=N/NC(=O)c1nnn(-c2nonc2N)c1CSc1ccccc1	3.7	8.2	2.8	-12.8	5.6	3.3	-7.2	-5.5
Cn1c(=O)c2c(nc(NCCc3ccccc3)n2Cc2ccccc2)n(C)c1=O	20.3	-0.3	16.3	-45.1	3.6	11.3	3.6	62.7*
COc1cccc2c1OCC/C2=N\NC(=O)COc1ccccc1C	4.0	-7.7	5.5	-10.2	15.9	0.7	3.5	-25.5
CCCC(=O)NCc1ccncc1	nt	-6.5	8.4	6.9	nt	7.3	-1.8	nt
COc1ccccc1OCC(=O)NC1CCCc2ccccc21 (stereo not given)	-3.5	4.6	4.2	0.3	3.4	6.8	-0.1	-28.4
CCCc1c(C)c2cc(C)ccc2[nH]c1=O	-0.9	-12.8	13.5	24.6	-7.0	-7.0	-1.8	-8.9
O=C(CNC(c1ccccc1)c1ccccc1)Nc1ccc(F)cc1	-4.0	-2.2	2.1	5.1	20.3	-1.2	-8.0	12.4
COc1ccc(Br)cc1C(=O)NC(=S)Nc1cc(-c2nc3ccccc3[nH]2)ccc1C	15.8	3.1	-7.0	-32.0	-2.0	-28.2	-6.6	10.6
CN(C)C(=O)c1cc(C(=O)c2ccc(F)cc2Cl)c[nH]1	6.0	-4.4	-2.2	-7.3	11.9	-14.0	2.8	-27.1
CC(OC(=O)c1cc(=O)c2ccccc2o1)C(=O)c1ccccc1 (stereo not given)	-4.4	-18.0	-3.5	19.3	5.3	-2.8	-3.4	-2.4
Cn1c(N)c(C(=O)COC(=O)CNS(=O)(=O)c2cccc(Cl)c2)c(=O)n(C)c1=O	-14.2	-11.9	5.4	0.8	5.5	-4.0	-4.1	-3.6
Cc1ccc(NC(=O)CSc2nc(=O)n(CCN(C)C)c3c2CCCC3)cc1Cl	1.1	-9.5	26.2	-21.7	13.7	-2.5	3.6	5.7
CCN(C[C@H]1N[C@@](CC)(C(=O)OC)[C@H]2C(=O)N(Cc3ccccc3)C(=O)[C@@H]12)C(=O)Nc1ccc(OC)cc1	-6.9	-2.1	5.2	-16.2	-18.6	-21.9	0.2	-8.2
O=C(N/N=C/c1ccccc1Br)c1ccc(CSc2cccc3cccnc23)cc1	9.8	-5.9	6.2	-2.1	3.2	3.2	3.6	11.9
Cc1ccc(C(OCC(O)CNC(CO)C(O)c2ccc([N+](=O)[O-])cc2)c2ccccc2)cc1 (stereo not given)	1.4	-6.0	13.6	-8.0	21.6	-9.3	14.3	24.3
Cc1cc(C)cc(NC(=O)C2CCCN(S(=O)(=O)c3ccc4[nH]c(=O)ccc4c3)C2)c1 (stereo not given)	-1.0	0.3	5.4	-1.2	-16.7	5.1	-3.5	-0.5
COC(=O)C(=N/Nc1ccccc1C(=O)OC)/C(C)=N/O	8.2	3.6	-20.2	-16.1	5.6	2.4	-10.8	-0.9
NC1=NC(=O)C(Cc2cc(Cl)ccc2Cl)S1 (stereo not given)	-17.1	-0.3	7.9	-2.6	4.3	9.6	2.4	-2.3
Next part:
SMILES	EBI2 block	SENP8 block	Apaf-1 inh	697 NFkB inh	CCR6 antag	Jurkat NFkB inh	UBC13 inh	Gli-Sufu block
CCOC(=O)C1=C(COC(=O)c2cc(OC)c(OC)cc2[N+](=O)[O-])NC(=O)NC1C (stereo not given)	-10.2	2.6	3.5	10.7	-8.0	5.7	32.9	2.8
CCCOC(=O)c1ccc(Oc2cn[nH]c2-c2ccc(OCC)cc2O)cc1	-3.8	1.2	14.4	-11.5	14.5	8.2	4.1	-24.9
CCN(CCCNC(=O)COc1cc(=O)n(C)c2ccccc12)c1ccccc1	6.0	-4.0	-10.6	7.2	11.6	13.4	1.5	22.0
Cc1ccc(CNC(=O)c2ccc(Br)o2)cc1	-9.2	6.6	-4.7	-12.8	11.2	-10.4	-2.2	-12.4
COC(=O)c1ccc(N2CCOCC2)c(NC(=O)c2cccnc2)c1	-5.4	-0.2	4.2	-2.1	7.2	0.3	0.2	-2.6
CC(=O)NCCC(=O)Nc1nc(C)c(Cc2ccc3c(c2)OCO3)s1	-8.7	10.2	-2.8	18.7	4.6	-0.3	5.6	-15.0
COC(=O)COc1ccc(S(=O)(=O)N2CCN(c3ccccc3)CC2)cc1	2.9	-11.6	7.6	8.1	-18.0	-0.3	0.3	4.2
CCN(CC(=O)Nc1ccc(C(=O)Nc2ccc(OC)cc2)cc1)Cc1nc2ccccc2c(=O)[nH]1	9.0	-8.0	11.6	-31.8	3.9	-23.7	-0.6	-2.1
CCC1=NN2C(=N)/C(=C\c3ccc(SCc4ccco4)o3)C(=O)N=C2S1	-19.6	-2.3	5.9	-3.6	18.4	11.2	-23.7	29.3
O=C(Nc1nnc(CCN2CCCCC2)s1)c1ccccc1	1.8	2.4	-4.1	-4.4	7.5	-16.0	1.2	-0.7
CC(=O)Nc1ccc(N2C(=O)CSC2c2cccc([N+](=O)[O-])c2)cc1 (stereo not given)	-9.1	-8.6	1.8	-8.4	2.8	14.1	3.6	-3.0
COc1ccc(NC(=O)c2ccc3c(c2)C(=O)N(CC2CCCO2)C3=O)c(OC)c1 (stereo not given)	7.3	10.2	-5.5	22.4	17.4	20.3	-1.8	-25.4
O=C(COC(=O)C12CC3CC(CC(O)(C3)C1)C2)Nc1ccccc1OC(F)F	-6.1	-10.1	-1.0	-7.2	-23.7	-5.1	13.3	0.6
O=C(NCC(c1ccco1)N1CCN(c2ccccc2)CC1)c1ccc2c(c1)OCO2 (stereo not given)	5.5	0.3	-4.3	15.7	10.8	12.0	9.5	18.3
Cc1ccc(-n2c(N)c(C#N)c(-c3ccccc3)c(C#N)c2=O)cc1	-4.4	1.1	-3.5	-3.2	5.4	-2.4	7.2	-2.0

Part of the list above in order of heavy-atom count, rising.
SMILES	EBI2 block	SENP8 block	Apaf-1 inh	697 NFkB inh	CCR6 antag	Jurkat NFkB inh	UBC13 inh	Gli-Sufu block
CC(=O)NCCC(=O)Nc1nc(C)c(Cc2ccc3c(c2)OCO3)s1	-8.7	10.2	-2.8	18.7	4.6	-0.3	5.6	-15.0
COC(=O)COc1ccc(S(=O)(=O)N2CCN(c3ccccc3)CC2)cc1	2.9	-11.6	7.6	8.1	-18.0	-0.3	0.3	4.2
O=C(COC(=O)C12CC3CC(CC(O)(C3)C1)C2)Nc1ccccc1OC(F)F	-6.1	-10.1	-1.0	-7.2	-23.7	-5.1	13.3	0.6
